IMPase cell inh = cell-permeable inhibitors of inositol monophosphatase (IMPase); AID 901; CHO-M1 cells, IP1 accumulation, HTRF TR-FRET ratio; 120,000 tested, under 10 active; P97697; inhibition (IP1 accumulation), % at 46.1 µM; active means well fitted curve in the direction sought with a large enough effect in the signal ratio, not every such curve was filed as active; inconclusive means small, poorly fitted or top-dose-only effect, or a change in a side signal; inactive means no such curve, though single readings can be large or run the other way; the % refers to the signal ratio;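 further: cells stimulated with carbachol in lithium chloride buffer; plate controls were DMSO basal wells for no effect and reference inhibitor wells for full effect; higher means more IMPase inhibition seen as more IP1 and lower FRET ratio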
Target sequence (P97697 whole entry, looked up): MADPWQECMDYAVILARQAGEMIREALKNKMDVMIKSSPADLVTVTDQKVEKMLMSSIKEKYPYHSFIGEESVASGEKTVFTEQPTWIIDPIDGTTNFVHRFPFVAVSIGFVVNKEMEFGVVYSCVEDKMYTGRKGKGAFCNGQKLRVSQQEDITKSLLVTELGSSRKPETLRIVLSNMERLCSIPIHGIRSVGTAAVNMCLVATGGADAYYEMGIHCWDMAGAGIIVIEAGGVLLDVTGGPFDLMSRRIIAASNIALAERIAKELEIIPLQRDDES
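Seeded CHO-M1 cells were dosed with compound at up to 46 uM, stimulated with carbachol for 30 min, then lysed in IP-One detection reagents. Higher IP1 lowers the TR-FRET signal.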
Starred values were filed as active, the others as inactive; u = inconclusive.

SMILES | IMPase cell inh
CCOC(=O)c1c(NC(=O)c2ccc(OC)c(OC)c2)sc2c1CCCCC2 | -3.6
CCOC(=O)c1c(-c2ccccc2)oc2ccc(N(C(C)=O)S(=O)(=O)c3ccccc3)cc12 | -1.1
CCc1ccccc1NC(=O)CC1NCCNC1=O (stereo not drawn) | -0.1
CCOc1ccc(/C=C(\C#N)c2nc(-c3cc4ccccc4oc3=O)cs2)c(OCC)c1 | -2.2
Cc1ccc(C(=O)COC(=O)c2cccc(NC(=O)c3ccc(Cl)cc3Cl)c2)cc1 | 2.8
Cc1ccc(NC(=O)CSc2nc3ccccc3nc2N2CCOCC2)cc1 | -4.5
O=C1CC(c2nnc(Cc3ccc(F)cc3Cl)o2)CN1c1ccccc1 (stereo not drawn) | u
COc1cccc(Oc2nc3c(c(=O)n(Cc4ccccc4F)c(=O)n3C)n2C)c1 | -2.2
CCc1ccccc1NC(=O)Cn1c(=O)n(CC(=O)NCCc2ccccc2)c(=O)c2ccccc21 | 5.0
CC1CCc2c(sc(NC(=O)C3c4ccccc4Oc4ccccc43)c2C#N)C1 (stereo not drawn) | 6.3

Part of the list above in order of molecular weight, high to low:
SMILES | IMPase cell inh
CCOC(=O)c1c(-c2ccccc2)oc2ccc(N(C(C)=O)S(=O)(=O)c3ccccc3)cc12 | -1.1
Cc1ccc(C(=O)COC(=O)c2cccc(NC(=O)c3ccc(Cl)cc3Cl)c2)cc1 | 2.8
COc1cccc(Oc2nc3c(c(=O)n(Cc4ccccc4F)c(=O)n3C)n2C)c1 | -2.2
CCc1ccccc1NC(=O)CC1NCCNC1=O (stereo not drawn) | -0.1

Later entries.
SMILES | IMPase cell inh
COCCNC(=O)Cn1c(=O)n(Cc2ccc(C(=O)NCCc3ccc(OC)c(OC)c3)cc2)c(=O)c2ccccc21 | 2.5
CCn1c(=N)c(C(=O)NC2CCCCC2)cc2c(=O)n3cccc(C)c3nc21 | 8.4
COc1ccc(C(=O)N2c3ccccc3C(C)(c3ccc(Cl)cc3)CC2(C)C)cc1 (stereo not drawn) | 6.7
CC(=O)c1ccc(NC(=O)CC2Sc3ccccc3NC2=O)cc1 (stereo not drawn) | -1.0
Fc1ccccc1N1CCN(Cc2nnc(-c3ccc4c(c3)OCO4)o2)CC1 | 1.8
O=C(NCCc1ccccc1)C(=O)Nc1cccc(Br)c1 | -0.4
CCOc1ccccc1NC(=O)c1c(NC(=O)c2ccncc2)sc2c1CCC(C(C)(C)C)C2 (stereo not drawn) | -2.2
CCCCCN1C(C(=O)c2ccccc2)=C(NC(=O)c2ccc(OC)cc2)c2ccccc2S1(=O)=O | 2.0
COc1cccc(C(=O)N2c3cc(C)ccc3C(C)(c3ccccc3)CC2(C)C)c1 (stereo not drawn) | -3.7
Cc1cc(C)n(-c2nc3ccccc3nc2Nc2ccc(Cl)c(Cl)c2)n1 | 14.5
COc1ccc(-c2nc3n(n2)C(c2ccc(O)cc2)C(C(=O)Nc2cccnc2)=C(C)N3)cc1OC (stereo not drawn) | 4.8
Cc1ccc2c(c1)C(=O)OC(C(=O)Nc1ccc(C(=O)O)cc1)C2 (stereo not drawn) | 8.2
CCOc1ccccc1Nc1nc2ccccc2nc1NS(=O)(=O)c1ccc(Cl)cc1 | 1.8
Cc1ccc(NC(=O)CCSc2nc(-c3ccc4c(c3)OCO4)cc(C(F)(F)F)n2)cc1 | -10.8
CCn1c(-c2ccc(S(=O)(=O)N3CCOCC3)cc2)csc1=Nc1ccc(C)c(Cl)c1 | -11.9
Cc1cc(NC(=O)c2cc(Cl)ccc2Cl)ccc1-c1cc2ccccc2oc1=O | -10.5
Cc1ccc(Nc2nnc(-c3ccc(C)c(S(=O)(=O)N4CCN(C)CC4)c3)c3ccccc23)c(C)c1 | -4.5
CCOc1cc(CNc2ccc(O)cc2)cc(Cl)c1OCc1ccccc1 | 12.9
Cc1cccc(C(=O)N2CCNC(=O)C2CC(=O)Nc2ccc(F)cc2)c1 (stereo not drawn) | 1.0
COc1ccc(-n2c(SCCC(C)C)nc3sc4c(c3c2=O)CC(C(C)C)OC4)cc1 (stereo not drawn) | -2.8
COc1ccc(Cl)cc1NC(=O)c1cn(C2CCCCC2)c(=O)c2c1c1ccccc1n2C | 3.3
CCc1ccc(C2CC(=O)c3c([nH]c(C(=O)OCC4CCCCC4)c3C)C2)cc1 (stereo not drawn) | u
COc1ccc(C(=O)Nc2nnc(C)s2)cc1 | -3.8
Cc1c(Cl)cccc1NC(=O)C(C)N(c1ccccc1)S(C)(=O)=O (stereo not drawn) | 6.6
Cc1ccc(S(=O)(=O)Nc2cc3c(cc2N2CCOCC2)n(C)c(=O)n3C)c(C)c1 | -1.4
Oc1ccc(Cl)cc1C1=Nc2ccccc2N=C(c2cccc(Br)c2)C1 | 0.8
CC(C)COc1ccc(C(=O)Nc2ccc(S(=O)(=O)Nc3ncccn3)cc2)cc1 | -9.6
Cn1c(=O)c2c(ncn2Cc2ccc(Cl)cc2)n(C)c1=O | -4.1
Cc1ccc(OCC(=O)Nc2sc3c(c2C(N)=O)CCCC3)c(C(C)(C)C)c1 | 10.8
Cc1cccc(NC(=O)C2CCC(CNS(=O)(=O)c3ccc(Br)s3)CC2)c1 (stereo not drawn) | 4.1

Next section; the last 5 above are carried over.
SMILES | IMPase cell inh
Oc1ccc(Cl)cc1C1=Nc2ccccc2N=C(c2cccc(Br)c2)C1 | 0.8
CC(C)COc1ccc(C(=O)Nc2ccc(S(=O)(=O)Nc3ncccn3)cc2)cc1 | -9.6
Cn1c(=O)c2c(ncn2Cc2ccc(Cl)cc2)n(C)c1=O | -4.1
Cc1ccc(OCC(=O)Nc2sc3c(c2C(N)=O)CCCC3)c(C(C)(C)C)c1 | 10.8
Cc1cccc(NC(=O)C2CCC(CNS(=O)(=O)c3ccc(Br)s3)CC2)c1 (stereo not drawn) | 4.1
Cc1ccc(S(=O)(=O)c2nc(-c3ccc(Cl)cc3)oc2N2CCCCCC2)cc1 | 1.2
COc1ccc(-c2nc3n(n2)C(c2ccccc2OC)C(C(=O)Nc2cccnc2)=C(C)N3)cc1 (stereo not drawn) | -2.3
N#C/C(=C\c1ccc(Cl)cc1)c1nc2ccccc2[nH]1 | -11.4
Fc1ccc(-c2nnc(CN3CCN(c4ccccn4)CC3)o2)cc1 | 9.5
COc1ccc(NC(=O)CSc2nc(-c3ccccc3)cc(-c3cc(OC)c(OC)c(OC)c3)c2C#N)c(OC)c1 | u
CCOc1ccc(/C=C(\C#N)C(=O)Nc2sc3c(c2C(=O)OC)C(C(=O)OC)CC3)cc1OC (stereo not drawn) | -6.8
N#C/C(=C\c1ccc(Br)cc1)c1nc(-c2cc3cc(Br)ccc3oc2=O)cs1 | u
Cc1cc2nc(-c3ccc(NC(=O)c4ccc(OCC(C)C)cc4)cc3)oc2cc1C | -13.5
CCOC(=O)c1sc(NC(=O)c2nc3nc(C)cc(C(F)F)n3n2)c(C(=O)OC)c1C | u
Cc1cccn2c(=O)c(/C=C(\C#N)c3nc4ccccc4n3C)c(Oc3ccc(Cl)cc3)nc12 | u
Cc1cccc(NC(=O)Cn2c(=O)n(CC3CCC(C(=O)NCCc4ccccc4)CC3)c(=O)c3ccccc32)c1 (stereo not drawn) | 7.7
CCC(=O)Nc1cc2nn(-c3ccc(C)cc3)nc2cc1C | -0.3
CCc1ccccc1NC(=O)Cn1nc(C(F)(F)F)c2c1CCCC2 | 2.5
COc1cc2c(=O)n(Cc3ccco3)c(=O)n(CC(=O)Nc3ccc(F)cc3)c2cc1OC | -6.4
CCOc1ccc(Nc2nc3ccccc3c3nnc(CC)n23)cc1 | u
COC(=O)CNC(c1ccccc1)c1cc(Br)ccc1NC(=O)c1ccc(Cl)cc1 (stereo not drawn) | -7.8
Cc1ccc(NC(=O)CSc2nnc3scc(-c4ccc(Cl)cc4)n23)cc1 | 1.1
Cc1ccc(NC(=O)c2ccc(Cl)cc2Cl)c(C(=O)c2ccccc2)c1 | 0.0
Cc1cc(NS(=O)(=O)c2ccc(NC(=O)c3ccccc3C)cc2)nc(C)n1 | 2.3
CCCCOC(=O)/C(C#N)=C/c1ccc(-c2ccc(Br)cc2)o1 | -1.3
CCOc1ccc(C(=O)Nc2ccc3c(c2)OCCO3)cc1Br | -6.3
CCOc1ccc(NS(=O)(=O)c2ccc3c(c2)CCN3C(C)=O)cc1 | 8.9
Cc1cc(C)c2oc(-c3cccc(NC(=O)c4ccc(-c5cccc([N+](=O)[O-])c5)o4)c3)nc2c1 | -3.4
Cc1ccc(O)c(C2=Nc3ccccc3N=C(c3cccc(F)c3)C2)c1 | -5.3
COc1ccc(S(=O)(=O)N(CC(=O)Nc2cccnc2)c2ccc(C)cc2)cc1OC | -5.9
COc1cc(NS(=O)(=O)c2ccc(NC(=O)c3cccc(F)c3)cc2)nc(OC)n1 | -2.5
COc1ccc(Oc2nc3c(c(=O)n(C)c(=O)n3C)n2Cc2ccccc2Cl)cc1 | 8.3
CCC(C)n1c(=N)c(C(=O)NCc2ccccc2)cc2c(=O)n3cc(C)ccc3nc21 (stereo not drawn) | -2.1
Cc1ccc(NC(=O)CCSc2nc(-c3ccc4c(c3)OCO4)cc(C(F)(F)F)n2)c(C)c1 | u
Cc1ccc(-c2nc3cc(C(C)C)ccc3o2)cc1NC(=O)c1cc2ccccc2o1 | 6.2
Cc1c(C(=O)OC(C)C)sc(NC(=O)C2c3ccccc3Oc3ccccc32)c1C(=O)OC(C)C | 0.7
COc1cccc(Nc2nc3ccc(C)cc3nc2-n2nc(C)cc2C)c1 | 8.9
CCOC(=O)c1c(-c2ccccc2)oc2ccc(OCc3cccc(Br)c3)cc12 | -10.3
CCOC(=O)c1c(NC(=O)c2ccc(OC)cc2)sc2c1CCCCC2 | -12.2
Cc1ccc(Sc2c(C)nn(C(=O)COc3ccc(F)cc3)c2C)cc1 | 9.8
Cn1c(=O)[nH]c(=O)c2c1nc(NCCO)n2CC(O)COc1ccccc1 (stereo not drawn) | -2.9
COc1ccccc1C(=O)Nc1ccc(S(=O)(=O)Nc2nc(C)cc(C)n2)cc1 | 0.8
Cc1ccc(Cc2cnc(NC(=O)C3Cc4ccc(C)cc4C(=O)O3)s2)cc1 (stereo not drawn) | -1.6
O=C(Cn1c(=O)n(CC2CCC(C(=O)NCCc3ccccc3)CC2)c(=O)c2ccccc21)Nc1ccccc1 (stereo not drawn) | u
Cc1ccc(CNC(=O)c2nnc(Cc3ccc(Cl)cc3)o2)cc1 | 7.8

Next part; it opens with the 3 that closed the last part.
SMILES | IMPase cell inh
Cc1ccc(Cc2cnc(NC(=O)C3Cc4ccc(C)cc4C(=O)O3)s2)cc1 (stereo not drawn) | -1.6
O=C(Cn1c(=O)n(CC2CCC(C(=O)NCCc3ccccc3)CC2)c(=O)c2ccccc21)Nc1ccccc1 (stereo not drawn) | u
Cc1ccc(CNC(=O)c2nnc(Cc3ccc(Cl)cc3)o2)cc1 | 7.8
COc1ccc(C2C=C(c3ccc(Cl)cc3)Nc3nc(-c4ccc(Cl)cc4)nn32)cc1 (stereo not drawn) | -9.1
Cc1ccc(C)c(N(C)C(=O)Cc2c(C(=O)O)[nH]c3ccc(Cl)cc23)c1 | u
CCCn1c(NCc2ccc(N(CC)CC)cc2)nc2ccccc21 | 11.4
COc1ccc(S(=O)(=O)N(CC(=O)Nc2cc(Cl)ccc2C)Cc2ccccc2)cc1OC | 2.5
COc1ccc(Nc2nnc(-c3ccc(C)c(S(=O)(=O)NCCO)c3)c3ccccc23)cc1C(N)=O | -0.5
COc1cccc(NC(=O)Cn2c(=O)n(CCc3cccc(C)c3)c(=O)c3ccccc32)c1 | -7.2
O=C(c1ccccc1)c1ccc2nc(N3CCN(c4ccc(F)cc4)CC3)c3nncn3c2c1 | 7.8
COc1ccc(NC2=C(c3ccccc3)C(=O)c3ccccc32)cc1Cl | 2.9

Screens: PubChem BioAssay, National Center for Advancing Translational Sciences (NCATS)

A portion of the library (hit frequency here may not be typical).
